Assay outcomes from PubChem.
PGK inhibitor = blocks T. brucei phosphoglycerate kinase; AID 602233; 380,000 tested, 0.043% active; PGK/GAPDH coupled, Kinase-Glo luminescence, 60 min; Potency, µM (series often up to 57.5 µM), inactives show at the top dose activity change, negative = inhibition, usual class: inhibitors; also: potency is read from the fitted curve at half-maximal effect; % is scaled to controls: 0 for no effect and ±100 for the full control effect; nearly all actives have a fitted effect of over 60% in size
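Recombinant glycosomal PGK reaction used 1,3-bisphosphoglycerate generated in-well by GAPDH (100nM final) in 100mM TEA pH 7.6, 5mM MgCl2, 0.01% Tween-20. After 60 minutes at room temperature, ATP was read by Kinase-Glo Plus luminescence end-point.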
Anesthetic bind = candidate novel general anesthetic via apoferritin binding; Potency, µM (top dose mostly 77.5 µM), for inactives: at the highest dose activity change, negative = displacement, usual class: inhibitors; AID 485281; apoferritin/1-aminoanthracene competitive binding, fluorescence; 350,000 tested, 0.074% active; P02791; also: potency is read from the fitted curve at half-maximal effect; % is scaled to controls: 0 for no effect and ±100 for the full control effect; nearly all actives have a fitted effect of over 20% in size
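Apoferritin-based anesthetic binding model; compound displacement of fluorescent 1-AMA measured as endpoint fluorescence after 10 minutes at room temperature, scaled to free-ligand and complex controls.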
RXFP1 antag = RXFP1 (human) relaxin receptor antagonism | HEK293-RXFP1, relaxin-stimulated cAMP HTRF, 30 min; hits give low values | activity change, negative = inhibition, % at 57.5 µM | 350,000 tested, 0.59% active;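 active = activity change of -60% or lower, but not beyond a set lower limit; inconclusive = change between -60% and -40%, or beyond the set limit; inactive = change above -40%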; also: % is scaled to controls: 0 for no effect and ±100 for the full control effect
Pol beta inh = DNA polymerase beta (human) inhibition; P06746; AID 485314; Potency, µM (highest dose often 114 µM), without a hit: at the highest dose activity change, negative = inhibition, most hits filed as inhibitors; 340,000 tested, 1.3% active; Pol beta primer extension/strand displacement, fluorescence kinetic; also: potency is read from the fitted curve at half-maximal effect; % is scaled to controls: 0 for no effect and ±100 for the full control effect
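Kinetic readout of DNA synthesis with strand displacement by Pol beta. Compound and 10 nM enzyme sit 15 min at room temperature; 50 nM substrate starts the reaction, read immediately and at 10 min.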
POLH inh = inhibitors of human DNA polymerase eta; Q9Y253; recombinant Pol eta, fluorescent DNA replication assay; Potency, µM (doses to about 114 µM), inactives show at the top dose activity change, negative = inhibition, most hits filed as inhibitors; 390,000 tested, 1.2% active; AID 588591; also: potency is read from the fitted curve at half-maximal effect; % is scaled to controls: 0 for no effect and ±100 for the full control effect
Target sequence (Q9Y253 whole entry, looked up): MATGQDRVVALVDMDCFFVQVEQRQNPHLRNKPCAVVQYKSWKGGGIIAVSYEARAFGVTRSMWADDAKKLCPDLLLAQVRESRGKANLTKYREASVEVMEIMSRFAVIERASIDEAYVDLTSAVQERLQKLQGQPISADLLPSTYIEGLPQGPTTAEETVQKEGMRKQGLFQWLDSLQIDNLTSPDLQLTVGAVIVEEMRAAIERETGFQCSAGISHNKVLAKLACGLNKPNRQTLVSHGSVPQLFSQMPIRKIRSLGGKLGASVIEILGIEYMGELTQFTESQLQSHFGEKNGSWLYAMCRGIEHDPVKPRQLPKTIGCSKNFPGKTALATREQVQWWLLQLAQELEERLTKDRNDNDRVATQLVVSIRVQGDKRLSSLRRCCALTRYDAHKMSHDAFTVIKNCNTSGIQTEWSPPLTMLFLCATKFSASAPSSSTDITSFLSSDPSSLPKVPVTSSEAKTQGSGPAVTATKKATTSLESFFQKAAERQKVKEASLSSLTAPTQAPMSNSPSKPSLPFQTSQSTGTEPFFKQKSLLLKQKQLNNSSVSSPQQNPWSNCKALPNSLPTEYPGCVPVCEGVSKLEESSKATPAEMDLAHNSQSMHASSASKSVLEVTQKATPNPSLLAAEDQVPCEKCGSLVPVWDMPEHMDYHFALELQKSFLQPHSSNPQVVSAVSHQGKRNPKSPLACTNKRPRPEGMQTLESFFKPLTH
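Pol eta at 10 nM preincubated with compounds 15 min at room temperature; reaction started with fluorescent substrate (50 nM final) and read kinetically at 0 and 10 min.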
Pol kappa inh = DNA polymerase kappa (human) inhibition; Q9UBT6; purified Pol kappa, fluorescent DNA synthesis assay, 10 min; Potency, µM (top dose mostly 107 µM), without a hit: at the highest dose activity, negative = inhibition, most hits filed as inhibitors; 400,000 tested, 0.53% active; also: potency is read from the fitted curve at half-maximal effect; % is scaled to controls: 0 for no effect and ±100 for the full control effect
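Here, compound and 10 nM enzyme are combined for 15 min at room temperature; adding 50 nM substrate (final) starts DNA synthesis, tracked by fluorescence at 0 and 10 min against buffer-only wells.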
Pol iota inh = inhibitors of human DNA polymerase iota; Q9UNA4; Pol iota fluorescent replication assay, 10 min; Potency, µM (doses to about 115 µM), inactives show top-dose activity, negative = inhibition, usual class: inhibitors; 390,000 tested, 1% active; AID 588590; also: potency is read from the fitted curve at half-maximal effect
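Pol iota at 10 nM preincubated 15 min with compounds at room temperature; reaction started with fluorescent substrate, 50 nM final. Fluorescence read kinetically at 0 and 10 min; buffer-only wells as negative control.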
APE1 inh = inhibitors of human APE1 endonuclease. recombinant APE1, TAMRA/BHQ-2 abasic DNA cleavage fluorescence. Potency, µM (series often up to 65.8 µM), inactives show top-dose activity change, negative = inhibition, usual class: inhibitors. 350,000 tested, 0.35% active;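 also: potency is read from the fitted curve at half-maximal effect; plate controls were vehicle for no effect and reference inhibitor for full effect; nearly all actives have a fitted effect of over 55% in size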
Target sequence (P27695 whole entry, looked up): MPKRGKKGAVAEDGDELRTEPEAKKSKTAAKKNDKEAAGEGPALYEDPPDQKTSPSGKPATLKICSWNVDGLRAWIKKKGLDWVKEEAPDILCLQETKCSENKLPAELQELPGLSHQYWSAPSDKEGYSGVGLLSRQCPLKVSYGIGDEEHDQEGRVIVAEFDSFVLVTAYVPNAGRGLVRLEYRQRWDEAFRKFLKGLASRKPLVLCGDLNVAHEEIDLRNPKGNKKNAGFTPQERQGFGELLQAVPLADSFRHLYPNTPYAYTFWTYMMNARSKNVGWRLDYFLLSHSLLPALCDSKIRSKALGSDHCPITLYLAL
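Kinetic fluorescence read (525 ex/598 em nm, three reads 60 s apart) of AP-site incision; signal = third minus first read. Enzyme 0.75 nM, dual-labelled THF duplex 50 nM, compound preincubation 15 min RT.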
BLM helicase inh = blocks DNA unwinding by human BLM helicase | P54132 | recombinant BLM DNA unwinding, fluorescence dequenching | AID 2528 | Potency, µM (series often up to 56.1 µM), for inactives: at the top dose activity change, negative = inhibition, most hits filed as inhibitors | 350,000 tested, 0.2% active;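 also: potency is read from the fitted curve at half-maximal effect; plate controls were vehicle for no effect and no enzyme for full effect; nearly all actives have a fitted effect of over 35% in size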
Starred values were filed as active, the others as inactive; i = inactive; u = inconclusive; x = no result given; [ ] = another dose, or the depositor's remark. Unless noted, calls follow the shape of the dose curve; as a rule, active = well fitted curve in the direction sought with a large enough effect; inconclusive = small, poorly fitted or top-dose-only effect, or another doubt; inactive = no such curve, though single readings can be large; an effect the other way counts as inactive or inconclusive. A portion of the library. The share of hits here may be higher or lower than overall.

SMILES	PGK inhibitor	Anesthetic bind	RXFP1 antag	Pol beta inh	POLH inh	Pol kappa inh	Pol iota inh	APE1 inh	BLM helicase inh
O=C(Nc1ccc(O)c(C(=O)O)c1)c1ccc2c(c1)C(=O)N(CC1CCCO1)C2=O (stereo not drawn)	7%	-10%	21	-7%	-17%	0%	13%	-4%	-2%
CCOC(=O)c1c(-n2cccc2)sc2c1CCCC2=O	-2%	-10%	5	-12%	-23%	1%	9%	4%	-2%
Cc1sc(NC(=O)CSc2nnc(COc3ccc(Cl)cc3)n2C)c(C#N)c1C	-8%	-8%	-19	2%	-12%	-3%	-15%	3%	-3%
Cn1cnnc1SCC(=O)NNC(=O)COc1ccc(Cl)cc1	-9%	2%	-2	4%	-19%	4%	11%	u	0%
CCOC(=O)c1nnn(-c2nonc2N)c1CN1CCCCCC1	2%	-21%	-2	-4%	-12%	-14%	9%	u	-3%
CCOC(=O)c1cccc(-n2c(-c3ccc(OC)cc3)nc3nc4ccccc4nc32)c1	x	6%	x	4%	x	x	x	7%	6%
Cc1cccc(NC(=O)c2cccc(C(=O)Nc3cccc(C)c3C)n2)c1C	-9%	-10%	-8	9%	-26%	-13%	124%[activator]	3%	-1%
O=C(Nn1c(C2CCCCC2)nc2ccccc2c1=O)c1ccc([N+](=O)[O-])cc1Cl	-4%	-7%	19	-3%	-5%	-12%	78%[activator]	1%	2%
CC(C)CCNc1nc(N)c([N+](=O)[O-])c(NCCO)n1	5%	-11%	-11	12%	-18%	0%	13%	-5%	0%
O=C(NN1C(=O)C2C3C=CC(C4CC34)C2C1=O)c1cccc(Cl)c1 (stereo not drawn)	0%	-6%	-1	-21%	-5%	-12%	1%	-2%	0%
O=C(Cc1ccc(F)cc1)N1CCC(c2nc3c(nnn3Cc3ccc(Cl)cc3)c(=O)[nH]2)CC1	i	-8%	-4	-29%	-5%	0%	-8%	x	-1%
CCNc1nc(NC(C)C)nc(SCCOC(=O)c2ccccc2)n1	8%	-5%	u	19%	-19%	-12%	143%[activator]	9%	-8%
COc1cc(/C=N/NC(=O)Cc2csc(N3CCOCC3)n2)cc(OC)c1O	-1%	u	-1	9%	-19%	-14%	-8%	-4%	-9%
O=C(CCOc1ccccc1)Nc1ccc([N+](=O)[O-])cc1	-9%	-15%	-3	4%	-6%	-3%	35%[activator]	11%	-8%
Cc1ccc(S(=O)(=O)Nc2c(C)nn(C)c2C)c(C)c1	-4%	x	6	x	-16%	13%	20%	4%	x
CN(CC(=O)NCCc1ccccn1)S(=O)(=O)c1ccc(Cl)cc1	-6%	-5%	0	2%	-10%	-4%	82%[activator]	23%	-2%
Cc1cc(C)c2c(N)c(C(=O)NC3CCCC3)sc2n1	i	92%[activator]	5	31%[activator]	-20%	5%	93%[activator]	1%	-5%
COCCn1nnnc1C(c1ccc(OC)cc1)N1CCC(C)CC1 (stereo not drawn)	-3%	-2%	4	u	0%	-6%	9%	-9%	-1%
Cc1csc(SCC(=O)NCCc2ccc(Cl)cc2)n1	2%	-4%	2	25%	-22%	-6%	9%	2%	-2%
COc1ccc(N2CCN(C(=O)COC(=O)c3cnccn3)CC2)cc1	-6%	x	-10	x	-13%	3%	-3%	29%	x
O=C1NCC2=C1C(c1ccccc1)Nc1ccccc1N2 (stereo not drawn)	x	-1%	-9	11%	-5%	-7%	u	-21%	-19%
O=C(Nc1ncc(Cc2ccccc2Cl)s1)c1ccc([N+](=O)[O-])cc1	2%	-2%	8	0%	-9%	-14%	0%	2%	4%
CCn1c(SCc2ccccc2)nnc1C1CCN(S(=O)(=O)c2ccc(OC)cc2)CC1	9%	-11%	4	11%	0%	-6%	9%	12%	0%
COc1ccc(N(CC(=O)N2CCN(Cc3ccc4c(c3)OCO4)CC2)S(C)(=O)=O)cc1OC	-1%	-7%	0	0%	-16%	-1%	31%[activator]	-6%	-1%
CCOC(=O)c1c(C)[nH]c(CCC(=O)NC(C)c2ccccc2)c1C (stereo not drawn)	-3%	-6%	-4	-23%	-24%	-6%[60.1 µM]	25%	x	-1%

New compounds follow.
SMILES	PGK inhibitor	Anesthetic bind	RXFP1 antag	Pol beta inh	POLH inh	Pol kappa inh	Pol iota inh	APE1 inh	BLM helicase inh
CC(=O)c1ccc(OCc2cc(C(=O)NC(C)CCn3cccn3)no2)cc1 (stereo not drawn)	i	u	2	-25%	-20%	-2%	-5%	27%	-4%
CCCn1c(N)c(C(=O)CSc2ncnc3sccc23)c(=O)n(C)c1=O	-1%	x	-7	x	-13%	1%	20%	30%	x
O=C(Nc1ccc(C(=O)O)cc1)/C(=C\c1ccc([N+](=O)[O-])cc1)NC(=O)c1ccc(Br)cc1	-9%	-11%	-6	30%	-1%	-5%	37%[activator]	u	-1%
COC(=O)c1c(NC(=O)COc2ccc(C(C)C)cc2)sc2c1CCCC2	x	-4%	-4	0%	x	1%	22%	x	-6%
N#CC12C(=O)NC(=O)C1(C#N)C21CCCC1 (stereo not drawn)	-5%	x	5	x	-4%	-15%	12%	x	x
O=C(NCCCNC(=O)c1ccccn1)c1cccc(F)c1	4%	-3%	-12	12%	3%	0%	-8%	14%	1%
CC(C)Oc1ccc(C(CC(=O)N(C)CCC#N)c2ccc(F)cc2)cc1 (stereo not drawn)	-4%	-14%	-16	8%	-20%	0%	17%	u	-1%
CCn1nnnc1SCC(=O)NCc1cccs1	-1%	-10%	-4	-1%	-2%	-1%	35%[activator]	-9%	-7%
CCOc1ccc(C2C=C(c3cccc(OC)c3)Nc3nnnn32)cc1 (stereo not drawn)	5%	-5%	x	11%	0%	-4%	-16%	x	5%
CCCn1c(N)c(N(CCOC)C(=O)CSCC(=O)Nc2ccc(OC)cc2)c(=O)[nH]c1=O	3%	x	4	x	-3%	-3%	82%[activator]	9%	x
CCOC(=O)c1ccc(NC(=O)N2CCc3ccccc32)cc1	-13%	1%	-7	u	-8%	-20%	u	-2%	-13%
CCS(=O)(=O)c1ncc(Cl)c(C(=O)Nc2ccc(S(=O)(=O)N3CCC(C)CC3)cc2)n1	-7%	-14%	u	2%	1%	-12%	u	31%	-9%
CCOC(=O)c1cnc2nc(C)[nH]n2c1=O	6%	-1%	2	-24%	-14%	-5%	-1%	5%	3%
O=C1C(=Cc2ccco2)C(=O)c2ccccc21	-2%	-14%	-9	u	u	u	u	u	-1%
O=C(NC1CCCC1)c1ccc(CSc2nc3cccnc3n2Cc2ccccc2F)cc1	9%	10%	-1	15%	-9%	-9%	-4%	x	-3%
CCc1nn2c(=O)cc(COC(=O)c3cccc(NC(=O)COc4ccccc4F)c3)nc2s1	-7%	59%[activator]	17	-22%	0%	-11%[60.1 µM]	-9%	x	-2%
CN(CCO)c1ncnc2nc[nH]c12	-6%	5%	x	-11%	-1%	1%	-25%	-2%	4%
OC(CNc1ccnc2cc(Cl)ccc12)CNC1CCCCC1 (stereo not drawn)	-15%	x	-6	x	-1%	0%	8%	x	x
COc1cccc(C2C(C(=O)Nc3ccccc3OC)=C(C)Nc3nc(-c4ccco4)nn32)c1 (stereo not drawn)	-9%	-3%	-3	1%	-18%	2%	5%	x	-9%
CCN(c1ccccc1)S(=O)(=O)c1ccc(OC)c(NC(=O)COc2ccc(C(C)=O)cc2)c1	2%	x	-11	x	-26%	-1%	23%	-12%	x
C/C(=N\NC(=O)c1cc(-c2ccco2)nc2ccccc12)c1cccnc1	-2%	59%[activator]	6	-10%	16%	-7%	10%	-11%	-11%
COC(=O)c1ccc(-n2cc(-c3ccc(OC)cc3)[nH]c2=S)cc1	3%	-3%	3	u	-12%	-14%	-9%	-8%	-9%
c1ccc2scnc2c1	-6%	x	x	x	-12%	-22%	12%	11%	x
COc1ccc(OC)c(C(=O)CN2C(=O)C(=O)N(C3CCCC3)C2=O)c1	i	x	0	x	-23%	-18%	57%[activator]	1%	x
COC(=O)c1cnn(-c2nc3c(C)cccc3s2)c1C	-3%	-9%	-4	4%	0%	-1%	-4%	-2%	-6%

Going on with the list:
SMILES	PGK inhibitor	Anesthetic bind	RXFP1 antag	Pol beta inh	POLH inh	Pol kappa inh	Pol iota inh	APE1 inh	BLM helicase inh
CCc1c(C(=O)NNC(=S)NCc2ccccc2)csc1C	-8%	-1%	4	30%	-13%	-1%	3%	-5%	3%
NC(=O)N/N=C/c1ccccc1OCc1cccc2ccccc12	-7%	0%	-1	17%	-17%	1%	15%	20%	-1%
CCC(C)(C)C1CCC2(CC1)NC(=O)N(CC(=O)N(C)Cc1ccc3c(c1)OCCO3)C2=O (stereo not drawn)	i	x	-24	x	-18%	-2%	8%	-4%	x
ONC(=Nc1ccccc1Cl)c1c(F)cccc1F	-8%	x	-10	x	-15%	1%	-26%	x	x
O=C(N/N=C/c1ccc(OC(F)F)cc1)c1cc[n+]([O-])cc1	3%	-5%	-5	12%	7%	-7%	-9%	18%	0%
O=C(Cn1ccc([N+](=O)[O-])n1)NCCc1c[nH]c2ccccc12	-6%	-9%	-8	24%	-16%	6%	11%	-16%	-3%
CC(=O)Nc1ccc(S(=O)(=O)N2CCN(c3ccc(C)c(Cl)c3)CC2)cc1	6%	-13%	-8	5%	-13%	-10%	12%	-1%	0%
CC(C)CN1C(=O)c2ccc(C(=O)NCc3ccccn3)cc2C1=O	4%	-7%	7	9%	3%	-4%	17%	58%[activator]	-2%
CCC(=O)Nc1ccc(C(=O)NNC(=O)c2cc(OC)c(OC)c(OC)c2)cc1	-8%	-5%	-3	-3%	-4%	-3%	21%	0%	-3%
CCOC(=O)[C@H]1[C@H]2COc3ccc(Br)cc3[C@@H]2N2C(=O)CN(C)C(=O)[C@@]12C	1%	x	x	x	0%	-4%	-12%	x	x

Looked up by structure from above, 3 records:
SMILES	PGK inhibitor	Anesthetic bind	RXFP1 antag	Pol beta inh	POLH inh	Pol kappa inh	Pol iota inh	APE1 inh	BLM helicase inh
O=C(N/N=C/c1ccc(OC(F)F)cc1)c1cc[n+]([O-])cc1	3%	-5%	-5	12%	7%	-7%	-9%	18%	0%
ONC(=Nc1ccccc1Cl)c1c(F)cccc1F	-8%	x	-10	x	-15%	1%	-26%	x	x
O=C(Cn1ccc([N+](=O)[O-])n1)NCCc1c[nH]c2ccccc12	-6%	-9%	-8	24%	-16%	6%	11%	-16%	-3%
